TRPC4 act = activators of mouse TRPC4 channel, primary screen, Fluo4 calcium, HEK293 TRPC4beta/mu-opioid cells; Short transient receptor potential channel 4 (Mus musculus), Q9QUQ5; Fluo4 calcium fluorescence; stronger effect = higher value; B-score at 10 µM; 310,000 tested, 0.49% active; AID 2237, 2010;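 active = B-score above 5 SD of library B-scores, and initial fluorescence ratio not above library mean plus 5 SD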;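 note: positive B-score marks a calcium rise read as TRPC4 activation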
Target sequence (Q9QUQ5 whole entry, looked up): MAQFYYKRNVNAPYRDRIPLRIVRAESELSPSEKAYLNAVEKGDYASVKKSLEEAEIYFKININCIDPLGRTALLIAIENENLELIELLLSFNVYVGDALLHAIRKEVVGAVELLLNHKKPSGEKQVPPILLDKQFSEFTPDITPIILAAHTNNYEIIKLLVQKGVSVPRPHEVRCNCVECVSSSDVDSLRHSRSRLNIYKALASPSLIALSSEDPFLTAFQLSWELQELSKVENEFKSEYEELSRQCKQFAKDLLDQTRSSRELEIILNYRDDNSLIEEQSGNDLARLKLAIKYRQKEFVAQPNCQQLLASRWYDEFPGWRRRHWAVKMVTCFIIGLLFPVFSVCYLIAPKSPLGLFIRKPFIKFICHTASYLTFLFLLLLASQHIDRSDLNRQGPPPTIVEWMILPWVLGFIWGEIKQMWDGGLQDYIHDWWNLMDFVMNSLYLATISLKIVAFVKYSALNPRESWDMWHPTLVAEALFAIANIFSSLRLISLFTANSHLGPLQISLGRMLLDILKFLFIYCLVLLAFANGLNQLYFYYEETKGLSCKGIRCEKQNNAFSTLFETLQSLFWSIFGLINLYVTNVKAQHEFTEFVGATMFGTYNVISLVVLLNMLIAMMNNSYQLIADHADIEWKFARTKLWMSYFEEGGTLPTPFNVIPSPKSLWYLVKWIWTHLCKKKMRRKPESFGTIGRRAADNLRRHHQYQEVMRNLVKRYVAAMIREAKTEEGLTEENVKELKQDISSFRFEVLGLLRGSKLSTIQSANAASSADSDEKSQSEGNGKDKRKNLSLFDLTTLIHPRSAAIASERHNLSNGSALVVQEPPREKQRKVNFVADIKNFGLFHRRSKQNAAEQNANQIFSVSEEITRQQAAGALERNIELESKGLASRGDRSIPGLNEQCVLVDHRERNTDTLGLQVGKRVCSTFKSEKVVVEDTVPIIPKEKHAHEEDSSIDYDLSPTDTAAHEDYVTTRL
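Assay system: HEK293 stable line with TRPC4beta plus mu-opioid receptor; schedule: 45 min room-temperature Fluo4 loading, 110 s read; technique: kinetic Fluo4 calcium fluorescence; evaluation: integrated baseline-normalised fluorescence ratio, converted to per-well B score; controls: buffer (low) and maximal DAMGO (high)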
TRPC6 inhibitor = mouse TRPC6 channel inhibitors, primary screen, cell-based, HEK293, membrane potential dye; B-score at 10 µM; 310,000 tested, 1.1% active; AID 2553, 2010; ACh-evoked depolarization; stronger effect = lower value;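 active = B-score under library mean minus 3 SD, initial fluorescence not abnormally high, positive integrated signal ratio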;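 note: B-score derived from integrated fluorescence ratio over the kinetic read; more negative B-score means stronger inhibition of depolarization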
ANO1 block = TMEM16A chloride channel inhibitors, primary screen, cell-based, HTS; HEK293 TMEM16A/YFP iodide influx fluorescence, ionomycin; normalized B-score (activity score, 25-100; higher = stronger inhibition) at 10 µM; 310,000 tested, 1.2% active;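 active = ratio plate-corrected score three or more library SD toward inhibition, starting fluorescence score within five deviations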;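 note: score derived from kinetic fluorescence span divided by baseline fluorescence per well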
MrgX1 antag = antagonists of human MrgX1 receptor, primary screen, HEK293 cells, Fluo-4 calcium flux; BAM8-22 antagonism; stronger effect = lower value; B-score at 10 µM; 310,000 tested, 1.3% active;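 active = calcium-response B-score plate-corrected more than 3 library SD below zero, starting fluorescence within 5 deviations, no agonist response on first addition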;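 note: peak minus trough fluorescence over baseline after final BAM8-22 challenge near maximal dose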
ANO1 activ = TMEM16A chloride channel activators or potentiators, primary screen, cell-based, HTS | Anoctamin-1 (Mus musculus), Q8BHY3 | HEK293 TMEM16A/YFP-H148Q/I152L, iodide quench fluorescence; stronger effect = lower value | B-score at 10 µM | 340,000 tested, 0.3% active;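 active = fluorescence-ratio B-score plate-corrected deviation score at least 3 library SD below zero, with starting fluorescence score within 5 deviations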;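 note: channel opened by trigger with iodide after compound preincubation; score built on the fluorescence ratio of max minus min over baseline; more negative score means more quench and so TMEM16A activation or potentiation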
MrgX1 agonist = agonists of human MrgX1 receptor, primary screen, HEK293 cells, Fluo-4 calcium flux; Mas-related G-protein coupled receptor member X1 (Homo sapiens), Q96LB2; Fluo-4 calcium fluorescence, agonist mode; stronger effect = higher value; B-score at 10 µM; 310,000 tested, 0.44% active; AID 588627, 2011;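 active = calcium response B-score plate-corrected fluorescence ratio at least 3 library SD, with starting fluorescence B-score inside 5 SD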
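Material: MrgX1-expressing HEK293 cells; input: 15,000 cells per well; doses: test compound given as first of three sequential additions; schedule: overnight plating before 1 h dye loading; technique: Fluo-4 NW calcium-flux fluorescence, kinetic read; evaluation: baseline-normalised fluorescence change ratio, B-scored; control set: plate-wise positive and negative controls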
TRPC6 activator = mouse TRPC6 channel activators, primary screen, cell-based, HEK293, membrane potential dye; AID 2550, 2010; 310,000 tested, 0.13% active; HEK293-TRPC6 membrane potential dye fluorescence; stronger effect = higher value; B-score at 10 µM;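 active = B-score of the integrated fluorescence ratio above library mean plus 3 SD, and starting fluorescence ratio within library mean plus 5 SD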;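 note: higher score means more depolarization so channel activation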
TRPC4 inh = inhibitors of mouse TRPC4 channel, primary screen, Fluo4 calcium, HEK293 TRPC4beta/mu-opioid cells. 300,000 tested, 0.39% active. Short transient receptor potential channel 4 (Mus musculus), Q9QUQ5. AID 2247, 2010. B-score at 10 µM. DAMGO-evoked Fluo4 calcium flux; stronger effect = lower value;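 active = B-score over 3 SD under the library average, no early fluorescence shift, positive overall ratio signal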
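Assay system: Stable TRPC4beta/mu-opioid receptor HEK293 cells | Reagent: DAMGO in two steps, submaximal then maximal | Compound dosing: Single concentration per test compound | Signal: Fluo4 Ca2+ flux fluorescence | Evaluation: Per-well B score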
SKKanGAS inh = S. pyogenes SKKanGAS growth inhibitors in kanamycin, primary screen, streptokinase expression inhibitor project, SKKanGAS strain, BacTiter-Glo luminescence. 6 h. inhibition, % at 7.5 µM. 300,000 tested, 1.3% active. AID 1662, 2009;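 active = mean replicate score, as percent of positive control median, at least 50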;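 note: strain carries kanamycin resistance gene driven by streptokinase promoter and grows in 40 µg/ml kanamycin; loss of luminescence reflects streptokinase promoter inhibition or plain growth inhibition; 0% = median of DMSO wells and 100% = positive control at its reference dose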
TRPC4 potent = positive allosteric modulators of TRPC4, primary screen, cell-based, mouse TRPC4beta, HEK293 mu-opioid, Fluo-4 calcium. Short transient receptor potential channel 4 (Mus musculus), Q9QUQ5. DAMGO EC20, Fluo-4 Ca2+ flux; stronger effect = higher value. B-score at 10 µM. 310,000 tested, 0.42% active. AID 2227, 2009;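 active = B-score of calcium response area above 5 SD of library B-scores, with initial fluorescence ratio within 5 SD of library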;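 note: B-score of integrated fluorescence ratio over time as area under calcium response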
MrgX1 allo act = positive allosteric modulators of MrgX1, primary screen, HEK293 cells, Fluo-4 calcium flux. Mas-related G-protein coupled receptor member X1 (Homo sapiens), Q96LB2. FDSS; stronger effect = higher value. B-score at 10 µM. 310,000 tested, 0.63% active;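 active = plate-corrected calcium response at least 3 library SD above typical, normal starting fluorescence, not activating the receptor alone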;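 note: compound read alongside a low EC10 to EC30 dose of BAM8-22 agonist; peak minus trough fluorescence over baseline measured at the second addition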
Starred values were filed as active, the others as inactive; i = inactive; / = not tested or not shown.

SMILES	TRPC4 act	TRPC6 inhibitor	ANO1 block	MrgX1 antag	ANO1 activ	MrgX1 agonist	TRPC6 activator	TRPC4 inh	SKKanGAS inh	TRPC4 potent	MrgX1 allo act
O=C1C(Cl)=C(NS(=O)(=O)c2ccc([N+](=O)[O-])cc2)C(=O)c2ccccc21	i	i	i	i	i	i	i	i	12.8	i	21.2*
O=C(CC1Sc2ccccc2NC1=O)NCc1ccccc1 (stereo not given)	i	i	i	i	i	i	i	i	-6.4	i	i
Cc1c(/C=N/Nc2ccc(C(=O)O)cc2)c2ccccc2n1C	i	i	i	i	i	i	i	i	1.0	i	i
CCOC(=O)C(C)Oc1ccc2c(C)cc(=O)oc2c1C(C)=O (stereo not given)	i	i	i	i	i	i	i	i	1.2	i	i
CCCCCC/C=N/Nc1nnc(Cc2ccc(OC)c(OC)c2)c(=O)[nH]1	i	i	i	i	i	i	i	i	2.3	i	i
Cc1cccc(OCC(=O)N(Cc2ccc(F)cc2)C2CCS(=O)(=O)C2)c1C (stereo not given)	i	i	i	i	i	i	i	i	3.9	i	i
Brc1ccc(C2=Nn3c(Cn4nnc5ccccc54)nnc3SC2)cc1	i	i	i	i	i	i	i	i	4.8	i	i
CCc1nc2ccccc2c(=O)n1/N=C/c1ccc(OC)cc1	i	i	i	i	i	i	i	i	-4.2	i	i
CCC(=O)N1CCc2cc(S(=O)(=O)CCC(=O)NCc3ccc4c(c3)OCO4)ccc21	i	i	i	i	i	i	i	i	-1.7	i	i
CC(=O)Oc1cc(C(C)C)c(OCCN(C)C)cc1C	i	i	i	i	i	i	i	i	-2.1	i	i
Cc1ccc2cccc(Oc3ncnc4scc(-c5ccccc5)c34)c2n1	i	i	i	i	i	i	i	i	2.9	i	i
C=C(C)c1cccc(C(C)(C)NC(=O)N2CCN(c3ccccc3OC)CC2)c1	i	i	i	i	i	i	i	i	2.1	i	i
CCOC(=O)C1NN=C(C(=O)c2ccccc2)C1c1ccccc1 (stereo not given)	i	i	i	i	i	i	i	i	-2.0	i	i
Cc1cccc(C2Nc3ccccc3C(=O)N2c2ccccc2)n1 (stereo not given)	i	i	i	i	i	i	i	i	-4.6	i	i
CCOC(=O)c1c(NC(=O)C[n+]2ccc(Cc3ccccc3)cc2)sc(C)c1C	i	i	i	i	i	i	i	i	-4.4	i	i
NS(=O)(=O)c1ccc(NC(=O)NC2CC(=O)N(c3ccc4c(c3)OCCO4)C2)cc1 (stereo not given)	i	i	i	i	i	i	i	i	20.3	i	i
O=C(CSc1nc(-c2ccccc2Cl)ns1)NCc1ccc2c(c1)OCO2	i	i	i	i	i	i	i	i	-10.5	i	i
Cc1c(NC(=O)CSc2nnc(-c3ccco3)n2-c2ccccc2)c(=O)n(-c2ccccc2)n1C	i	i	i	i	i	i	i	i	-0.1	i	i
COc1ccc(N2CCN(S(=O)(=O)CCNC(=O)COc3cccc(OC)c3)CC2)cc1	i	i	i	i	i	i	i	i	1.4	i	i
CN1CCN(C(=O)C2=C[C@H](c3ccc4c(c3)OCO4)C[C@H](OCc3ccc(CO)cc3)O2)CC1	i	i	i	i	i	i	i	i	0.1	i	i
Oc1ccc(Br)cc1/C=N/N1CCCCC1	i	i	i	i	i	i	i	i	-5.7	i	i
COC(=O)c1ccc(CSc2nnc(NC(=O)C3CC(=O)N(Cc4ccc(C)cc4)C3)s2)cc1 (stereo not given)	i	i	i	i	i	i	i	i	32.1	i	i
COc1ccc(OC)c(NC(=O)C(CCSC)NS(=O)(=O)c2cccs2)c1 (stereo not given)	i	i	i	i	i	i	i	i	-5.1	i	i
COc1cc(C(=O)O)cc(NC(=O)c2cccs2)c1OC	i	i	i	i	i	i	i	i	-5.1	i	i
O=C(/C=C/c1ccco1)NC(=S)Nc1ccccc1Br	i	i	i	i	i	i	i	i	-2.3	i	i
Cc1cc(C)n2nc(C(=O)OC(C)C(=O)c3ccccc3)nc2n1 (stereo not given)	i	i	i	i	i	i	i	i	0.1	i	i
COc1ccccc1N1CCN(Cc2cc3c(cc2Br)OCCO3)CC1	i	i	i	i	i	i	i	i	8.8	i	i
CC(O)CN1CCN(C(=O)CN2C(=O)NC(c3ccccc3)(c3ccccc3)C2=O)CC1 (stereo not given)	i	i	i	i	i	i	i	i	-4.1	i	i
C=CCn1c(SCC(=O)NCC2CCCO2)nc2scc(-c3ccc(OC)cc3)c2c1=O (stereo not given)	i	i	i	i	i	i	i	i	14.3	i	i
O=C(/C=C/c1ccco1)N(Cc1cccc(Cl)c1)C1CCS(=O)(=O)C1 (stereo not given)	i	i	i	i	i	i	i	i	-7.3	i	i
CC(C)(O)[C@@H]1Cc2c(ccc3ccc(=O)oc23)O1	i	i	i	i	i	i	i	i	8.4	i	i
Cc1ccc2oc(C(=O)NC3CCS(=O)(=O)C3)cc(=O)c2c1 (stereo not given)	i	i	i	i	i	i	i	i	3.0	i	i
O=C(CCCN1C(=O)/C(=C/c2cccs2)SC1=S)Nc1cccc(O)c1	i	i	i	i	i	i	i	i	6.1	i	i
O=C(NCc1ccc2c(c1)OCO2)c1cnc2ccccn2c1=O	i	i	i	i	i	i	i	i	-11.1	i	i
CCOC(=O)c1c(C)[nH]c(C)c1C(=O)COC(=O)/C=C/c1cccc(C(F)(F)F)c1	i	i	i	i	i	i	i	i	-6.7	i	i
CCCCN(C)c1nc(-c2ccco2)c2c(c1C#N)CC(C)(C)OC2	i	i	i	i	i	28.3*	i	i	-13.6	i	i
COc1ccc(CC(=O)Nc2nc3ccccc3s2)cc1S(=O)(=O)N1CCOCC1	i	i	i	i	i	i	i	i	-2.7	i	i
CCc1nnc(NC(=O)CSc2nnc(-c3c[nH]c4ccccc34)n2CC)s1	i	i	i	i	i	i	i	i	8.3	i	i
COc1cc(/C=C(/C#N)c2ccc(C)cc2)ccc1Oc1ccc([N+](=O)[O-])cn1	i	i	i	i	i	i	i	i	1.3	i	i
O=C(NNS(=O)(=O)c1ccc(Br)cc1)c1cccs1	i	i	i	i	i	i	i	i	0.6	i	i
CCCC(C)C(=O)Nc1ccc(C(N)=O)cc1 (stereo not given)	i	i	i	i	i	i	i	i	0.4	i	i
COc1ccc(C(=O)C2CCCN(Cc3cn(C)nc3-c3ccccc3)C2)cc1F (stereo not given)	i	i	i	i	i	i	i	i	-7.6	i	i
Cc1ccc(S(=O)(=O)N(C)c2ccc(C(=O)O)cc2)cc1	i	i	i	i	i	i	i	i	-2.9	i	i
COc1ccc(-n2c(=O)c3ccccc3c3ccccc3c2=O)cc1	i	i	i	i	i	i	i	i	2.5	i	i
COc1cc(N/C(N)=N/c2nc(C)cc(C)n2)c(OC)cc1Cl	i	-8.18*	i	i	i	i	i	i	-12.8	i	i
CCN(CC)S(=O)(=O)c1ccc(N2CCOCC2)c(NC(=O)COc2ccccc2)c1	i	i	i	i	i	i	i	i	-10.3	i	i
O=C(COC(=O)CCSc1ccc(Cl)cc1)NCc1ccco1	i	i	i	i	i	i	i	i	5.2	i	i
CCOc1ccc(NC(=O)CCC(=O)N/N=C2\CCCc3ccccc32)cc1	i	i	i	i	i	i	i	i	/	i	i
Cc1ccc(C(=O)Nc2ccc(N3CCN(C)CC3)cc2)cc1	i	i	i	i	i	i	i	i	-1.6	i	i
O=C(O)c1cc2n(n1)C(C(F)(F)F)CC(C1CC1)N2 (stereo not given)	i	i	i	i	i	i	i	i	9.4	i	i
CCN1C(=O)CC(N2CCC(Nc3ccc(OC)cc3)CC2)C1=O (stereo not given)	/	/	i	i	i	i	/	/	/	/	i
Cc1ccc(-c2cc(-c3n[nH]c(=S)o3)c3ccccc3n2)cc1	i	i	i	i	i	i	i	i	48.0	i	i
CS(=O)(=O)Nc1cccc(C2=NN(C(=O)c3cccc(F)c3)C(c3cccs3)C2)c1 (stereo not given)	i	i	i	i	i	i	i	i	10.8	i	i
CCC(C)NC(=O)CSc1nc2cc(S(=O)(=O)N3CCOCC3)ccc2n1CC (stereo not given)	i	i	i	i	i	i	i	i	-5.3	i	i
COCCn1c(C)cc(C(=O)COC(=O)C2CC(=O)N(CCc3ccc(OC)c(OC)c3)C2)c1C (stereo not given)	i	i	i	i	i	i	i	i	-2.8	i	i
Cc1ccc(NC(=O)CSc2ncc(S(=O)(=O)c3ccccc3)c(=O)[nH]2)cc1C	i	i	i	i	i	i	i	i	2.7	i	i
CCOc1cccc(-c2nnc3sc(COc4ccc(C)cc4)nn23)c1	i	i	i	i	i	i	i	i	-1.7	i	i
CN(C)C1=NCCN1CCCCc1ccccc1	/	/	i	i	i	i	/	/	/	/	i
Cc1nc2ccccc2n1CCc1nc2c3ccccc3nc(SCC(=O)NCc3ccco3)n2n1	i	i	i	i	i	i	i	i	-5.5	i	i
CNc1nc(-c2ccc3c(c2)CCN3C(=O)c2cccc(F)c2)cs1	i	i	i	i	i	i	i	i	-10.7	i	i
CS(=O)(=O)N1CCN(C(=O)C2c3ccccc3Oc3ccccc32)CC1	i	-5.7*	i	i	i	i	i	i	-8.3	i	i
O=C(NCC(c1ccco1)N1CCCC1)c1ccc(Cl)cc1 (stereo not given)	i	i	i	i	i	i	i	i	3.4	i	i
CCN(c1ccc(OC)cc1)S(=O)(=O)c1cc(-c2cc(C)no2)ccc1C(C)C	i	i	i	i	i	i	i	i	-0.8	i	i
